# DAGLB inh – blocks human DAGLB lipase activity; HEK293T DAGLB membrane lysate, EnzChek fluorogenic substrate; hit rate 0.059% among 340,000; inhibition, % at 5.17 µM; Q8NCG7; AID 504411; in the data active means inhibition above about 34%;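 further: 0% = enzyme with vehicle and 100% = wells lacking enzyme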
# Target sequence (Q8NCG7 whole entry, looked up): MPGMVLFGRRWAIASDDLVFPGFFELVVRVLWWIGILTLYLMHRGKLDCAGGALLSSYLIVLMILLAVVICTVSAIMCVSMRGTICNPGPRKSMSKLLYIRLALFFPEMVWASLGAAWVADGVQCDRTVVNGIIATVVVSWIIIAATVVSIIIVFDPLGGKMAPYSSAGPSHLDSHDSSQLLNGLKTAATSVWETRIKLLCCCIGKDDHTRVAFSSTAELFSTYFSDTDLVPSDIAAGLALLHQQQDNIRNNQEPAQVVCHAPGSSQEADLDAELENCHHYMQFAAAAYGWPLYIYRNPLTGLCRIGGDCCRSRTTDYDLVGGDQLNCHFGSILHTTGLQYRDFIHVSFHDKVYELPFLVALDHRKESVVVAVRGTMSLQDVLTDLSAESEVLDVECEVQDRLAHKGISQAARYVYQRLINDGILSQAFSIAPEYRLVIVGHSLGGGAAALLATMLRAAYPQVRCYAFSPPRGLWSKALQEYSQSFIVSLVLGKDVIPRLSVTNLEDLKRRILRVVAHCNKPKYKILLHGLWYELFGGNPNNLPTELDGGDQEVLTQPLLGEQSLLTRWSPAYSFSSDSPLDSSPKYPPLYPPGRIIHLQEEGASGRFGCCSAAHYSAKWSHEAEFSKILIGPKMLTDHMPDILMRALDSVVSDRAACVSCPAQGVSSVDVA
# PvdQ inh – P. aeruginosa PvdQ acylase inhibition | inhibition, % at 10 µM | purified PvdQ acylase, fluorescence plate reader | AID 488965 | hit rate 0.063% among 340,000; in the data active means inhibition above about 30%, passing the limit was not always enough; inconclusive means no clear call, values can overlap the other calls;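 further: 0% = vehicle neutral wells and 100% = reference inhibitor wells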
# Ecoli viability – reduces bacterial viability in AddAB counter-screen; E. coli V3065 growth, OD600 absorbance, 18 h; inhibition, % at 11.9 µM; hit rate 0.27% among 330,000;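 active means inhibition above the campaign's mean inhibition across all tested compounds plus 3 SD, cut at about 9.9% in these data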;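 further: uninfected addAB+ strain grown without phage in ampicillin broth; 0% = DMSO wells and 100% = ciprofloxacin 0.95 µg/ml wells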
# Wnt bcat act – Wnt/beta-catenin pathway activation. Wnt/beta-catenin reporter cell assay, activator, plate reader. activation, % at 9.35 µM. hit rate 1.2% among 300,000; in the data active means activation above about 30%, passing the limit was not always enough; inconclusive means no clear call, values can overlap the other calls;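 further: 0% = neutral control wells and 100% = positive control wells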
# PfHsp90 yeast 2 – inhibits growth of yeast expressing Plasmodium falciparum Hsp90. S. cerevisiae expressing PfHsp90, BacTiter-Glo ATP, 48 h; yeast lacking PDR1 and PDR3 efflux regulators. inhibition, % at 9.4 µM. hit rate 0.32% among 310,000;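 active means every replicate shows inhibition above about 80%, whatever the replicate mean, limit read from the data; inconclusive means mean inhibition reaches the set limit but some replicate falls short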;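 further: 0% = DMSO neutral controls and 100% = 20 µM radicicol positive controls; yeast relying on Plasmodium falciparum Hsp90 in place of its own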
# phage Ecoli inh – E. coli growth loss with phage present. growth absorbance. inhibition, % at 11.9 µM. hit rate 0.26% among 360,000. AID 651602; in the data active means inhibition above about 11%
# Rtt109 Vps75 – C. albicans Rtt109 histone acetyltransferase inhibition; inhibition, % at 34.9 µM; purified Rtt109/Vps75, ThioGlo CoA-SH fluorescence, 4 h; hit rate 0.16% among 330,000;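 active means inhibition of at least 50% in every replicate; inconclusive means best replicate reaches 50% inhibition but some replicates fall short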
# Target sequence (Q5AAJ8 whole entry, looked up): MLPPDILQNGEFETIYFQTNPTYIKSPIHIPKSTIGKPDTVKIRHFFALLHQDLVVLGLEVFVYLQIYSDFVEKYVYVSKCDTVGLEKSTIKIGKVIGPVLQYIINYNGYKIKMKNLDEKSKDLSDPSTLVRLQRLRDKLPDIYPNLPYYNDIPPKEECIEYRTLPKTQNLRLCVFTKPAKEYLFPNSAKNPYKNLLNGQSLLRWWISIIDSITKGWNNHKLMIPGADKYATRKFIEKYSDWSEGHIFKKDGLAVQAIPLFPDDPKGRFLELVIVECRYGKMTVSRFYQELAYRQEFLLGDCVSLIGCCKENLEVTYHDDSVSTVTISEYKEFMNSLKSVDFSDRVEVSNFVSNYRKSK
# CAL PDZ FP – human CAL PDZ-peptide interaction inhibition; purified CAL PDZ, TMR-peptide fluorescence polarization, 1 h; hit rate 0.02% among 330,000; inhibition, % at 20 µM; Q9HD26;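 active means highest replicate inhibition of at least 40%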;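 further: plate controls were DMSO neutral control wells for no effect and unlabeled competitor peptide control wells for full effect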
#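 Assay system – tagged CAL PDZ protein CerCALP, purified · Timing – 1 h at RT · Compound – single point, 20 µM · Measured by – fluorescence polarization from S- and P-plane intensities, G-factor corrected · Evaluation – inhibition from polarization loss · Probe or stimulus – TMR reporter peptide T*-PRC34 · Buffer or medium – pH 7.4 phosphate-saline buffer, reducing agent, detergent, IgG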
# AddAB inh – less growth of phage-infected E. coli with AddAB. hit rate 0.29% among 330,000. E. coli expressing H. pylori AddAB, absorbance growth. AID 435030. inhibition, % at 11.9 µM; in the data active means inhibition above about 12%;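 further: 0% = vehicle wells of infected cells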
# Tat transport – E. coli Tat transport inhibition | E. coli MC4100 TorA-mCherry Tat export, fluorescence | inhibition, % at 10 µM | hit rate 0.036% among 340,000 | AID 488895;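 active means mean replicate inhibition at least 50% and at least half of replicates individually reaching 50%; inconclusive means only one of the two criteria met; inactive means neither criterion met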;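 further: exported cargo escapes ClpAP degradation while cytoplasmic cargo is degraded and loses fluorescence; 0% = median of neutral control wells and 100% = median of NaSCN control wells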
# * = called active by the depositor; ? = inconclusive; / = no result given.
no. | smiles | DAGLB inh | PvdQ inh | Ecoli viability | Wnt bcat act | PfHsp90 yeast 2 | phage Ecoli inh | Rtt109 Vps75 | CAL PDZ FP | AddAB inh | Tat transport
1 | Cc1nc2c(nnn2Cc2c(Cl)cccc2Cl)c(=O)[nH]1 | -2 | 11 | -0.8 | -1 | -6 | 1.7 | 1 | / | 3.5 | -9
2 | CCOc1ccc(NC(=O)CSc2nnc(Cc3cccn3C)n2-c2ccc(F)cc2)cc1 | 2 | -13 | 0.9 | -6 | / | 4.2 | 15 | -0.8 | 0.8 | 0
3 | O=S(=O)(NC1CCCCCCC1)c1ccc(F)cc1 | / | / | -2.1 | 10 | / | 1.9 | / | / | 1.6 | /
4 | O=C(N/N=C\c1ccccn1)C1COc2cc3ccccc3cc2O1 (configuration not stated) | -2 | -4 | -0.7 | -2 | 26 | 0.6 | 0 | -2.6 | 2.7 | -9
5 | CCOc1ccccc1Oc1coc2cc(OCC(=O)O)ccc2c1=O | 1 | 1 | -3.5 | -14 | -9 | 3.7 | 0 | -0.4 | 4.2 | 0
6 | COc1ccc(CNC(=O)COC(=O)CC(NC(N)=O)c2ccc(Cl)cc2)cc1OC (configuration not stated) | 1 | -19 | -2.0 | 0 | 5 | 1.3 | 0 | -3.6 | 2.6 | -4
7 | Nc1ccc2oc(C3CCCCC3)nc2c1 | -1 | -11 | -0.1 | 12 | 10 | 2.1 | 3 | -1.1 | 0.2 | 4
8 | CC1CN(c2ncnc3c2oc2ccccc23)CC(C)O1 (configuration not stated) | -2 | -9 | 0.3 | 4 | 18 | 0.5 | 5 | -1.1 | 0.7 | 7
9 | CCOc1ccccc1NC(=O)CN1CCc2ccccc2C1 | -5 | 3 | -1.4 | -2 | -2 | -0.4 | -6 | -0.5 | -0.7 | 5
10 | CCN(CC)CCNc1ccc(Cl)cc1[N+](=O)[O-] | 3 | 5 | -0.4 | -6 | -4 | 4.6 | 6 | 0.2 | 1.2 | 2
11 | COc1ccc(N=C2SC(C(=O)Nc3ccc(C(=O)O)cc3)CC(=O)N2Cc2cccs2)cc1 (configuration not stated) | 3 | -11 | -2.1 | 1 | 3 | -0.5 | 13 | -1.4 | -0.4 | 1
12 | CC(NC(=O)Cn1cc(C(F)(F)F)cc(Cl)c1=O)c1ccccc1 (configuration not stated) | 2 | -6 | 2.6 | 0 | 18 | 1.2 | 0 | -0.4 | 0.6 | 7
13 | S=C(Nc1cccc2ccccc12)NN1CCOCC1 | 2 | 11 | -0.5 | / | 5 | 2.8 | ? | -2.2 | -2.7 | -3
14 | CCCCSCCCNC(=S)Nc1ccccc1C | -2 | -1 | -0.1 | 1 | -4 | 3.2 | -1 | -2.2 | 0.5 | 3
15 | Cc1ccc2c(c1)C(c1ccccc1)N(C(=O)c1ccccc1[N+](=O)[O-])CC(=O)N2 (configuration not stated) | 1 | 1 | / | 0 | -12 | 2.5 | -1 | -0.3 | / | -1
16 | Cc1cccc(N(CC(=O)NC(C)(C)C)C(=O)CCC(=O)Nc2ccccn2)c1 | -2 | -11 | -0.7 | 3 | -17 | 0.1 | -1 | -16 | 3.0 | -3
17 | COc1ccc(C=O)cc1COc1ccc(F)cc1F | -2 | -9 | -3.2 | -9 | 5 | -2.0 | 1 | 0.0 | -0.4 | -5
18 | Cc1nc(SCC(=O)Nc2ccccc2Cl)oc1C | 1 | -4 | 2.5 | -1 | -6 | 0.7 | -5 | 0.9 | 0.7 | 40
19 | Cc1ccc(-c2csc(NC(=O)C3=NN(c4ccccc4)C(=O)CC3)n2)cc1 | -6 | -3 | -1.6 | 2 | 7 | 4.0 | 2 | -2.2 | -3.3 | -5
20 | C=CCn1c(SCC(=O)Nc2ncc(Cc3ccc(Br)cc3)s2)nnc1-c1ccncc1 | 3 | -20 | -2.0 | 0 | -25 | 3.1 | -6 | -1.5 | 0.2 | 0
21 | Cc1ccc(CN2CCN(CC(=O)N/N=C/c3ccc(C)o3)CC2)cc1 | 1 | 1 | 3.0 | -1 | -3 | 2.4 | -10 | -0.8 | 0.9 | 0
22 | CCN(c1ccccc1)S(=O)(=O)c1ccc(OC)c(NC(=O)CN2C(=O)NC(C)(C)C2=O)c1 | -1 | -16 | -1.9 | 0 | / | 0.1 | -4 | -0.5 | -2.4 | -4
23 | CCCCN(C(=O)C(C)(C)Oc1ccc(Cl)cc1)c1c(N)n(CCC)c(=O)[nH]c1=O | 2 | -10 | 1.6 | 1 | 9 | -0.9 | 0 | -1.2 | 0.6 | 1
24 | COc1cc(NC(=O)c2ccc(S(=O)(=O)N(C)C)cc2)cc(OC)c1OC | 1 | -13 | -2.0 | -2 | -42 | 2.5 | 8 | -1.0 | 1.2 | -18
25 | CC1Cc2ccccc2N1C(=O)COC(=O)c1c2c(nc3ccccc13)CCCCC2 (configuration not stated) | -8 | -8 | -1.2 | 7 | 11 | 1.4 | -8 | -4.0 | 2.9 | 1
26 | O=C(CNC(=O)c1ccccc1)OCC(=O)c1ccccc1Cl | 2 | 2 | 4.6 | -3 | -10 | 0.3 | 13 | -0.3 | 2.0 | -3
27 | COC(=O)C(Cc1ccccc1)NC(=O)COc1ccc(C(C)(C)C)cc1 (configuration not stated) | -10 | -13 | 2.1 | / | 8 | 3.9 | 5 | -2.1 | -0.1 | 16
28 | COc1ccc(C(=O)N(CN2CCCC2=O)c2cc(C)on2)cc1OC | 0 | -7 | 1.1 | -4 | / | -1.6 | -21 | -0.7 | 1.2 | 0
29 | CC(C)N1CC23C=CC(O2)C(C(=O)OCc2ccccc2)C3C1=O (configuration not stated) | -2 | 4 | -0.5 | -1 | 3 | 1.4 | 7 | -1.3 | 4.2 | -22
30 | COc1ccc(-n2nc3c(c2NC(=O)C(C)Cl)CSC3)cc1 (configuration not stated) | 4 | -12 | 1.8 | -2 | -7 | -0.2 | 3 | 0.3 | -0.1 | 3
31 | Nn1c(SCCOc2ccccc2)nnc1-c1cccnc1 | -2 | -1 | 0.9 | 0 | 12 | 2.3 | -1 | 0.6 | 3.5 | -1
32 | CC(C)(CC(=O)O)CC(=O)Nc1cc(C(F)(F)F)cc(C(F)(F)F)c1 | 1 | 6 | -0.1 | 2 | -8 | 4.2 | 3 | -5.3 | 0.3 | 13
33 | Cc1ccccc1NC(=S)NCc1ccc(F)cc1 | -3 | 1 | 3.4 | -1 | -1 | 0.5 | 6 | -0.9 | 5.0 | -3
34 | Cc1ccc(-n2c(O)c(C=Nc3ccc4c(c3)OCO4)c3ccccc3c2=O)cc1C | -1 | -9 | -2.0 | / | -10 | 2.6 | 3 | -2.7 | 0.3 | -1
35 | O=C(N/N=C/c1cn(Cc2ccccc2)c2ccccc12)c1cc(O)cc(O)c1 | -1 | 20 | / | 1 | -9 | 2.1 | 15 | -4.0 | / | 13
36 | c1ccc(Cc2nnc(N3CCOCC3)c3ccccc23)cc1 | -3 | -16 | 2.2 | / | 4 | 5.3 | -3 | -0.3 | 0.8 | -2
37 | CCOC(=O)c1c(C)oc2c1c1c(c3ccccc32)OCN(CCCC(=O)O)C1 | -4 | -8 | 0.0 | 48* | -8 | 0.9 | 0 | 0.5 | -0.4 | 5
38 | COc1cccc(C2C3=C(CC(C)(C)CC3=O)OC(N)=C2[N+](=O)[O-])c1 (configuration not stated) | -4 | 6 | 0.3 | -1 | / | -1.4 | 7 | -0.8 | 2.6 | -11
39 | O=C(CSc1ccc2nnc(-c3cccc(F)c3)n2n1)N1CCCc2ccccc21 | 1 | 2 | -1.4 | / | 16 | 1.7 | 9 | -3.5 | 4.3 | 1
40 | CCC(=O)Nc1nc(NCc2ccccc2OC)n(-c2ccccc2)n1 | 0 | -20 | 1.8 | 2 | 1 | 1.4 | / | 0.6 | 1.2 | -1
41 | O=C(CCC(=O)NC12CC3CC(CC(C3)C1)C2)NC1CCCCC1 | -1 | -5 | -1.4 | 1 | -4 | 1.9 | 1 | -0.1 | 0.4 | -4
42 | CC(=O)c1cccc(OCC(=O)N2CCN(c3ccc(C(F)(F)F)cn3)CC2)c1 | -2 | -1 | 2.9 | -2 | -2 | 3.2 | 3 | -1.4 | 1.8 | 3
43 | Cc1cc(C(=O)CSc2nc3ccccc3o2)c(C)n1C1CC1 | -18 | -18 | -1.6 | / | / | 1.7 | 2 | / | -0.7 | 8
44 | O=c1c(Cl)c(NC2CC2)cnn1-c1ccccc1 | -1 | -12 | 0.8 | 10 | / | 1.0 | 3 | -1.6 | 8.5 | -4
45 | C=CCN=C1S/C(=C\N(C)C)C(=O)N1S(=O)(=O)c1ccc(C)cc1 | -3 | -14 | 0.1 | -2 | -3 | 0.2 | -5 | 0.8 | 2.0 | -6
46 | COc1ccc(Br)cc1/C(C)=N/NC1=NCCN1 | 3 | -23 | 2.5 | / | -4 | 3.5 | -2 | -2.0 | 2.4 | -4
47 | O=C(NCc1ccc(CNC(=O)c2ccco2)cc1)c1ccco1 | 3 | -19 | -0.2 | 0 | -5 | 0.1 | -3 | -0.9 | 2.0 | -2
48 | CCc1nc(NCCN2CCOCC2)c2oc3ccccc3c2n1 | -3 | -12 | -1.3 | / | 7 | -0.7 | 17 | 0.0 | 2.6 | -2

# Some of these compounds in order of length of the SMILES, largest number first.
no. | smiles | DAGLB inh | PvdQ inh | Ecoli viability | Wnt bcat act | PfHsp90 yeast 2 | phage Ecoli inh | Rtt109 Vps75 | CAL PDZ FP | AddAB inh | Tat transport
38 | COc1cccc(C2C3=C(CC(C)(C)CC3=O)OC(N)=C2[N+](=O)[O-])c1 (configuration not stated) | -4 | 6 | 0.3 | -1 | / | -1.4 | 7 | -0.8 | 2.6 | -11
34 | Cc1ccc(-n2c(O)c(C=Nc3ccc4c(c3)OCO4)c3ccccc3c2=O)cc1C | -1 | -9 | -2.0 | / | -10 | 2.6 | 3 | -2.7 | 0.3 | -1
42 | CC(=O)c1cccc(OCC(=O)N2CCN(c3ccc(C(F)(F)F)cn3)CC2)c1 | -2 | -1 | 2.9 | -2 | -2 | 3.2 | 3 | -1.4 | 1.8 | 3
35 | O=C(N/N=C/c1cn(Cc2ccccc2)c2ccccc12)c1cc(O)cc(O)c1 | -1 | 20 | / | 1 | -9 | 2.1 | 15 | -4.0 | / | 13
45 | C=CCN=C1S/C(=C\N(C)C)C(=O)N1S(=O)(=O)c1ccc(C)cc1 | -3 | -14 | 0.1 | -2 | -3 | 0.2 | -5 | 0.8 | 2.0 | -6
41 | O=C(CCC(=O)NC12CC3CC(CC(C3)C1)C2)NC1CCCCC1 | -1 | -5 | -1.4 | 1 | -4 | 1.9 | 1 | -0.1 | 0.4 | -4
40 | CCC(=O)Nc1nc(NCc2ccccc2OC)n(-c2ccccc2)n1 | 0 | -20 | 1.8 | 2 | 1 | 1.4 | / | 0.6 | 1.2 | -1
43 | Cc1cc(C(=O)CSc2nc3ccccc3o2)c(C)n1C1CC1 | -18 | -18 | -1.6 | / | / | 1.7 | 2 | / | -0.7 | 8
36 | c1ccc(Cc2nnc(N3CCOCC3)c3ccccc23)cc1 | -3 | -16 | 2.2 | / | 4 | 5.3 | -3 | -0.3 | 0.8 | -2
46 | COc1ccc(Br)cc1/C(C)=N/NC1=NCCN1 | 3 | -23 | 2.5 | / | -4 | 3.5 | -2 | -2.0 | 2.4 | -4
33 | Cc1ccccc1NC(=S)NCc1ccc(F)cc1 | -3 | 1 | 3.4 | -1 | -1 | 0.5 | 6 | -0.9 | 5.0 | -3
